# Insulin prom inh: inhibitors of insulin promoter-driven GFP, primary screen, imaging, TRM-6 cells (human fetal islet line), eGFP reporter, cell count; AID 1273, 2008; inhibition, % at 2 µM; hit rate 0.9% among 130,000; reporter expression induced with tamoxifen;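 active means inhibition above the mean plus 3 SD, with well images judged a real hit on visual review, cut at about 60% in these data, passing the limit was not always enough; inconclusive means inhibition over the cutoff but images rejected on review; inactive means inhibition not above the cutoff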
# SDO1 yeast rescue: growth rescue of sdo1-depleted yeast, primary screen, S. cerevisiae, bone marrow failure model; z-score at 10 µM; S. cerevisiae sdo1-depleted JHY4D growth rescue, OD600 30 h; hits give high values; pdr5 snq2 efflux-pump mutant strain; hit rate 0.21% among 140,000; AID 817, 2007;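 active means z-score above 3 at both the 24 hr and the 30 hr optical density reads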;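 further: z-score against mean and SD of all compound wells on the same plate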
# SDO1 yeast rescue Rescue 24 h: also measured in SDO1 yeast rescue; calls as there; z-score; S. cerevisiae sdo1-depleted JHY4D growth rescue, OD600; measured here: growth rescue at 24 h;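 0 is the plate mean of compound wells and units are plate SD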
# * = called active by the depositor; ? = inconclusive; . = no result given.
# Value order – SDO1 yeast rescue | Insulin prom inh | SDO1 yeast rescue Rescue 24 h
- COc1ccc(CCNC(=O)CN(c2ccccc2OC)S(C)(=O)=O)cc1
 : 2.2 | -180 | 1.4
- CCCCNCc1cccn1-c1ccccc1
 : -0.38 | . | -0.95
- CCOc1ccc(CN(C)CC(=O)c2c(N)n(Cc3ccccc3)c(=O)n(CC)c2=O)cc1OC
 : -0.38 | 14 | -1.1
- CCn1c(=O)[nH]c(=O)c2c(N)c(C(=O)c3ccccc3OC)sc21
 : 0.94 | 44 | 0.89
- Cc1cccc(NC(=S)NNC(=O)c2csc3c2CCC(C)C3)c1 (stereo not given)
 : -0.43 | -7 | -0.48
- COc1cc(C(=S)N2CCCC2)ccc1OC(=O)c1ccc(Cl)cc1[N+](=O)[O-]
 : -1.4 | 0 | -1.1
- CC(=O)c1cccc(NC(=O)Nc2ccc(C(=O)N3CCOCC3)cc2)c1
 : 0.58 | 20 | 0.36
- O=C(Nc1ccc(N2CCN(C(=O)c3ccccc3)CC2)cc1)c1ccc(Br)o1
 : -0.73 | 41 | -1.6
- COc1ccc(/C=N/NC2=NCCCCC2)cc1
 : 0.73 | 13 | 1.2
- CCOC(=O)c1c(NC(=O)CN2CCCc3ccccc32)sc(C)c1C
 : 0.49 | 20 | 1.2
- O=C(COc1nncc2ccccc12)Nc1ccc(F)c(F)c1
 : . | 7 | .
- CCOc1ccc2oc(C(=O)NC(C)(C)CC)c(C)c2c1
 : . | -27 | .
- COc1ccccc1CNc1nc2ccccc2n1CCN1CCCCC1
 : 0.1 | . | 0.33
- COc1ccc(-c2nc(-c3ccccc3)nc(N3CCN(C)CC3)c2C#N)cc1
 : -1.7 | -12 | -1.3
- CCCNS(=O)(=O)c1ccc(C(=O)NCC2CCCO2)cc1 (stereo not given)
 : 0.37 | -1 | -0.35
- COc1ccc(C(C)NC(=O)c2ccccc2Br)cc1OC (stereo not given)
 : . | -18 | .
- Cc1cccc(-c2noc(-c3ccccc3C(=O)NCC3CCCO3)n2)c1 (stereo not given)
 : 0.42 | ? | 0.31
- CCN(CC)CCCN1C(=O)C(=O)/C(=C(/O)c2cc(C)ccc2C)C1c1cccnc1 (stereo not given)
 : 0.03 | 33 | -0.12
- CC(=O)N1C=CN(C(C)=O)C(c2cn(C)c3ccccc23)C1c1cn(C)c2ccccc12 (stereo not given)
 : -0.23 | 19 | -0.23
- c1ccc(CN2CCN(Cc3cn4cccnc4n3)CC2)cc1
 : . | 0 | .
- O=C(COC(=O)c1ccccc1Cl)NCCC1=CCCCC1
 : . | -21 | .
- O=C(O)C1CC(=O)N(Cc2ccc(F)cc2)C1 (stereo not given)
 : 1.1 | 19 | 1.5
- CCN(Cc1cc2ccccc2[nH]c1=O)C(=O)C(C)C
 : 0.14 | -6 | -0.69
- CCOC(=O)c1cc(C(O)(C(F)(F)F)C(F)(F)F)c(/N=C/N(C)C)o1
 : -0.56 | 36 | -0.24
- O=C(COC(=O)CCS(=O)(=O)c1ccc(Cl)cc1)Nc1ncc(Cl)cc1Cl
 : 0.29 | . | -1.1
- Cc1c(N=C2SCC(=O)N2c2c(C)n(C)n(-c3ccccc3)c2=O)c(=O)n(-c2ccccc2)n1C
 : 1.6 | -9 | 2
- CCOC(=O)C1CCN(CC(=O)Nc2c(C(=O)OC)[nH]c3cccc(Cl)c23)CC1
 : -0.61 | -36 | -0.98
- CCCCC(=O)OCC(=O)Nc1ccc(OC(F)F)cc1
 : 1.3 | . | 0.84
- CC(O)Cn1cnc2c1c(=O)n(C)c(=O)n2C (stereo not given)
 : 0.39 | -29 | 0.43
- CCCCCc1ccc(CC(=O)Nn2c(C)nc3ccccc3c2=O)cc1
 : -2.4 | . | -1

# A few values from above:
# Insulin prom inh result of COc1ccc(/C=N/NC2=NCCCCC2)cc1 : 13
# SDO1 yeast rescue result of CCOc1ccc(CN(C)CC(=O)c2c(N)n(Cc3ccccc3)c(=O)n(CC)c2=O)cc1OC : -0.38

# Continuation.
# Value order – SDO1 yeast rescue | Insulin prom inh | SDO1 yeast rescue Rescue 24 h
- CN=C(Nc1ccc(Cl)cc1)c1cccc(C(F)(F)F)c1
 : 0.06 | -170 | 0.86
- Cc1[nH]c2ccccc2c1/C=N/Nc1ccc([N+](=O)[O-])cc1
 : -2.1 | . | -0.94
- CCNc1nc(Oc2ccc(C(=O)OCC)cc2)nc(N2CCOCC2)n1
 : . | -83 | .
- COc1ccc(-n2nnnc2SCC(=O)Nc2cccc(NC(C)=O)c2)cc1OC
 : 0.33 | -45 | -0.4
- Nn1c(SCc2ccccc2)nnc1-c1ccccn1
 : 0.16 | 34 | 0.03
- O=[N+]([O-])c1cnc2ccccc2c1
 : 0.37 | . | 0.67
- CCN1CCSc2ccc(C(=O)Nc3ccc(NC(C)=O)cc3)cc21
 : . | 0 | .
- COc1cccc(C(=O)NN2C(=O)C3C4C=CC(O4)C3C2=O)c1 (stereo not given)
 : 0.52 | -20 | -0.59
- O=C(NCc1ccc2[nH]c3c(c2c1)CCCC3)c1ccc(S(=O)(=O)N2CCCCC2)cc1
 : -0.23 | 17 | -0.18
- CCn1c(SCC(=O)OC2CCCCC2)nnc1-c1ccncc1
 : -0.69 | . | -1.2
- Cc1c(C#N)c(NC(=O)CCl)n(Cc2ccccc2)c1C
 : . | 33 | .
- CCCN(CCC)C(=O)C[n+]1cccc(/C=N/O)c1
 : 0.02 | 29 | -0.78
- CC(Cc1cccs1)NC(=S)Nc1ccccc1 (stereo not given)
 : 0.04 | -4 | -0.33
- O=C1NC(c2ccncc2)Nc2ccccc21 (stereo not given)
 : 0.13 | . | -0.28
- O=C(Cn1cccc1C(=O)c1ccccc1)NCCN1CCCCCC1
 : 0.37 | -50 | -0.39
- CN(C)/C=C(\C=N\OCc1ccc(Cl)cc1Cl)C(=O)Nc1ccc(Cl)c(Cl)c1
 : 0.11 | -41 | 1.4
- Cc1ccc2nc(N/N=C\c3ccc([N+](=O)[O-])o3)nc(-c3ccccc3)c2c1
 : -3.2 | -22 | -2.2
- COc1ccc(-n2nc([N+](=O)[O-])c(=NC3CCN(Cc4ccccc4)CC3)n2O)cc1
 : . | 33 | .
- O=C(NCCO)/C(=C/c1ccc(Br)cc1)NC(=O)c1cccs1
 : 0.48 | -41 | 0.22
- Cc1cc(=O)oc2c(CN(C)Cc3ccccc3)c(O)ccc12
 : 0.66 | 3 | 0.49
- O=C(/C=C/c1ccc2c(c1)OCO2)Nc1nc(-c2ccc(F)cc2F)cs1
 : -0.44 | -20 | 0.29
- COc1ccc(S(=O)(=O)N2CCCCC2)cc1NC(=O)c1ccc2ccccc2n1
 : -0.24 | 14 | -0.64
- COC(=O)c1sc2nc3c(cc2c1N)C(=O)CC(C)(C)C3
 : 0.62 | 33 | 3.1
- CCn1c(SCc2ccccc2)nnc1-c1ccc(S(=O)(=O)N2CCCCC2)cc1
 : 0.02 | . | -0.17
- N#Cc1c2c(c[nH]c1=O)CCN2Cc1ccccc1
 : 1.8 | -334 | 0.41
- CCOC(=O)C(=Cc1ccccc1OC)C(=O)OCC
 : . | -67 | .
- O=C1CCCN1CCC1CCN(C2CC(=O)N(Cc3ccc(N4CCCC4=O)cc3)C2=O)CC1 (stereo not given)
 : 0.86 | -54 | 0.48
- Cc1cc(SC(C)C(=O)NCC(=O)Nc2ccc(F)c(F)c2F)nc2ccccc12 (stereo not given)
 : -0.71 | . | 0.18
- Brc1ccc(C=Nc2ccc(Nc3ccccc3)cc2)s1
 : 1.2 | 27 | 0.6
- O=C(NNC1=NCCC1)c1cccc(Br)c1
 : 0.84 | -15 | 0.59
- COC(=O)Cc1cc(OC)c(OC)cc1Cc1cc(OC)c(OC)cc1CC(=O)OC
 : -0.74 | 42 | -1.4
- Cc1cc(C)c(NC(=O)CCCN2CCN(C)CC2)c(C)c1
 : 0.35 | . | -0.26
- OCCNc1ncnc2c1ncn2Cc1ccccc1
 : 0.69 | . | 0.99
- Cc1ccc(C(=O)NC(=S)Nc2ccccc2C(F)(F)F)c(C)c1
 : -1.3 | . | -0.58
- Cc1nc(-c2ccccc2)sc1C(=O)/C=C/c1ccc(Cl)cc1
 : -1.8 | 11 | -0.93
- O=C(O)CC(C(=O)NCc1ccccc1)C1CCCO1 (stereo not given)
 : -0.04 | -4 | -0.19
- O=C(Nc1ccc(-c2nc3ncccc3o2)cc1)c1ccc(Br)o1
 : 1.4 | 29 | 1.4
- CCn1c(O)c(C=NC2CCCC2)sc1=S
 : 0.93 | -22 | 1.4
- CCN(CC)c1ccc2cc(-c3nnc(-c4ccccc4)o3)c(=O)oc2c1
 : -0.93 | 12 | 2.1
- O=C(NCc1ccco1)c1cc2cc3ccc(Cl)cc3nc2o1
 : -0.77 | -27 | 0.65
- COC(=O)CC(N)c1ccc(OC)c2ccccc12 (stereo not given)
 : 0.12 | -29 | -0.38
- COc1ccc(C(=O)CCC(=O)Nc2cccc(Cl)c2)cc1
 : . | -14 | .
- N#CC(C#N)=Cc1cn(-c2ncc(C(F)(F)F)cc2Cl)c2ccccc12
 : -1.5 | -19 | -1.2
- Cc1[nH]n2c(=O)c(C#N)c(-c3ccccc3)nc2c1-c1ccccc1
 : 0.41 | 7 | 0.24
- COC(=O)C(/C=N/OCc1ccc([N+](=O)[O-])cc1)NC(=O)c1cccc(Cl)c1 (stereo not given)
 : -1.1 | 17 | -1
- Cc1cc(=S)cc(C)n1CCCn1ccnc1
 : -0.36 | . | -1.2
- c1ccc2c(c1)OCCOCCOCCOCCOCCOc1ccccc1OCCOCCOCCO2
 : -0.86 | . | -0.63
- Cc1onc(-c2ccccc2Cl)c1C(=O)Nc1nc2c(s1)CCCC2
 : -1.6 | -57 | -1.1
- COc1ccc(/C(N)=N/OC(=O)COc2ccccc2Cl)cc1
 : -1.5 | -25 | -0.41
- CC(=O)c1nc(N2C(=O)CC(Cc3cccc(C)c3)C2=O)sc1C (stereo not given)
 : 0.29 | 32 | -0.37
- Cc1[nH]c2ccccc2c1C(=O)CSC(=S)N(C)C
 : -0.5 | 16 | -0.67
- Cc1cccc(NC(=O)c2sc(NC(=O)c3ccco3)c(C#N)c2C)c1C
 : 0.05 | 41 | 0.64
- Cc1ccc(OCCCn2ccnc2)c([N+](=O)[O-])c1
 : 0.28 | -22 | -0.07
- CC1(C)OC(=O)N(c2ccccn2)C1(C)O (stereo not given)
 : -0.28 | -12 | -0.72
- Cc1ccc(N2CCN(CC(=O)Nc3c(C(=O)C4CC4)oc4ccccc34)CC2)cc1
 : -1.4 | . | -0.52
- O=C(c1ccc(CNc2c(N3CCCC3)c(=O)c2=O)cc1)N1CCc2ccccc2C1
 : 0.01 | . | 0.12
- COc1ccc(NC(=O)Nc2ccc(OCC(=O)N3CCOCC3)cc2)cc1OC
 : 0.38 | . | 0.39
- COC(=O)c1cc(C(=O)Nc2nnc(C3CC3)s2)cc([N+](=O)[O-])c1
 : 0.02 | -80 | 0.9
- O=C(NC1(C(F)(F)F)N=C(c2ccccc2)NC1=O)c1ccccc1 (stereo not given)
 : 0.6 | 33 | 0.24
- CCOC(=O)CC(=O)CSc1nc(N)c(C#N)c(-c2ccc(F)cc2)c1C#N
 : 0.37 | . | 0.95

# Part of the list above, with tabs.
SMILES	SDO1 yeast rescue	Insulin prom inh	SDO1 yeast rescue Rescue 24 h
Cc1[nH]c2ccccc2c1C(=O)CSC(=S)N(C)C	-0.5	16	-0.67
O=C(c1ccc(CNc2c(N3CCCC3)c(=O)c2=O)cc1)N1CCc2ccccc2C1	0.01	.	0.12
Cc1onc(-c2ccccc2Cl)c1C(=O)Nc1nc2c(s1)CCCC2	-1.6	-57	-1.1
CC(=O)c1nc(N2C(=O)CC(Cc3cccc(C)c3)C2=O)sc1C (stereo not given)	0.29	32	-0.37
O=C(NCc1ccco1)c1cc2cc3ccc(Cl)cc3nc2o1	-0.77	-27	0.65
COc1ccc(NC(=O)Nc2ccc(OCC(=O)N3CCOCC3)cc2)cc1OC	0.38	.	0.39

# Going on with the list.
# Value order – SDO1 yeast rescue | Insulin prom inh | SDO1 yeast rescue Rescue 24 h
- O=[N+]([O-])c1cccc(-c2nc(-c3ccncc3)no2)c1
 : 0.29 | . | 0.19
- Cc1ccc(NC(=O)Cn2nc([N+](=O)[O-])c(Br)c2C)cc1C
 : -1.1 | 21 | 0.16
- Nc1c(-c2ccccc2)c(CN2CCOCC2)nn1-c1ccc(F)cc1
 : 1 | . | 1.4
- CCS(=O)(=O)CCSc1nc2c(cc1C#N)CCCC2
 : -1.9 | -95 | -1.9
- COC(=O)[C@@H](NC(=O)NCc1cccs1)C(C)C
 : 0.74 | 46 | 0.28
- CC(=O)Nc1c(C(=O)N2CCCCCC2)cnn1-c1ccccc1
 : 0.4 | 4 | 0.19
- COc1ccccc1C(=O)NC(=O)CSc1cccc[n+]1[O-]
 : . | -7 | .
- O=C(CSC1=NCCN1)NC1CCCCCC1
 : 1.3 | -6 | 1.5
- CCOc1ccccc1NC=C1C(=O)OC2(CCCCC2)OC1=O
 : -0.98 | 37 | -1.1
- CCOC(=O)c1cccnc1SC(CC)C(=O)NCc1ccco1 (stereo not given)
 : 0.34 | -40 | 0.4
- COc1n[nH]c(C(=O)Nc2cc(F)ccc2C)c1[N+](=O)[O-]
 : 1.1 | -75 | 0.2
- O=C(CSc1ccc(-c2ccccn2)nn1)NCc1ccc(Cl)cc1
 : . | -108 | .
- CCCCNc1nc2c(c(=O)n(C)c(=O)n2C)n1Cc1cccc(OC)c1
 : 0.12 | 54 | -0.09
- COC(=O)CC1=Nc2ccccc2NC(=O)C1
 : 0.41 | 45 | -0.54
- O=c1c(Cc2ccc(F)cc2)c(O)ccn1C1CCCCC1
 : -1.1 | -25 | -0.34
- CC(=O)C1=C(O)C(=O)N(Cc2ccco2)C1c1cccc(F)c1 (stereo not given)
 : . | -50 | .
- O=C(NCC1CCCO1)c1ccc(Cl)c(F)c1F (stereo not given)
 : -0.64 | -26 | -1.3
- COc1cc(/C=N/N2CCN(C3c4ccccc4-c4ccccc43)CC2)ccc1O
 : -0.91 | -26 | -1.3

# Screening data as filed in PubChem.
